# High-throughput results from PubChem BioAssay.
# Lipid droplet = modulators of hepatic lipid droplet formation; 0.4% of 240,000 active; AML12 mouse hepatocytes, oleate lipid droplets, BODIPY imaging; inhibition, % at 6.5 µM; AID 1656;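 active = lipid droplet intensity inhibited by at least 50%, with more than 500 cells counted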
#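 Technique: fluorescence imaging, 20x objective, two fields per well / Assay system: AML12 hepatocytes (mouse) / Measure: % inhibition of lipid droplet signal / Doses: 6.5 µM single-point dosing / Incubation: overnight exposure / Reagent: 100 µM oleic acid challenge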
# NOD2 inhibition = inhibition of NOD2-driven NF-kB reporter – cell-based, luminescence, uHTS, HEK293 (AID 1566) | HEK293 NOD2/NF-kB luciferase reporter, luminescence; higher % means a stronger effect | inhibition, % at 4 µM; hits with a dose series show EC50 in µM | 0.63% of 290,000 active; in the data active = inhibition above about 50%; also: many of its hits are not listed in these tables
# Lipid droplet cells 6.5 µM = also measured in Lipid droplet; calls as there; cell count; measured here: cell count, cytotoxicity flag;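 cells counted across two imaged fields per well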
# The depositor's hits bear a star.
Molecule	Lipid droplet	Lipid droplet cells 6.5 µM	NOD2 inhibition
Cc1cc(NC(=O)CCC(=O)N(c2cccc(F)c2)C(C(=O)NC2CCCC2)c2ccccc2)no1 (configuration not stated)	7	802	8%
O=C1COc2ccc(S(=O)(=O)N3CCCCCC3)cc2N1	26	693	5%
CCCn1c(CN2CCN(C(=O)OCC)CC2)nc2cc(NC(=O)CC)ccc21	-4	851	-14%
COc1cccc(/C=C2\SC(=S)N(CCCC(=O)N3CCCCC3CCO)C2=O)c1 (configuration not stated)	-22	677	-2%
CCOC(CNC(=O)C(=O)Nc1cc2c3c(c1)CCN3C(=O)CC2)OCC	-12	710	17%
O=C(O)COc1ccccc1/C=N/NC(=O)C(O)c1ccccc1 (configuration not stated)	20	824	2%
O=C(OCc1ccc([N+](=O)[O-])cc1)C1CC(=O)N(Cc2ccccc2Cl)C1 (configuration not stated)	-2	900	-12%
O=C(C1CCN(S(=O)(=O)c2ccccc2)CC1)N1CCc2ccccc21	-7	706	12%
COc1cccc(C(=O)NC2CCCc3c2cnn3-c2ccc(C)c(C)c2)c1OC (configuration not stated)	-1	664	25%
CCCCn1c(N2CCCC2)nc2c1c(=O)[nH]c(=O)n2C	-10	768	11%
CC(=O)NCc1ccc(-c2csc(-c3cccs3)n2)cc1	-32	663	-19%
Cc1ccc(NC(=O)C2CCC(=O)N2C(=O)OCc2ccccc2)cc1 (configuration not stated)	15	806	11%
CCCOC(=O)C1=C(C)N(C)C(=O)NC1c1cc2c(cc1Br)OCO2 (configuration not stated)	1	820	-14%
COC(=O)c1ccc(NC(=O)c2ccc(NC(=O)c3ccco3)cc2)cc1	-10	725	9%
COc1ccc(CN(C(=O)/C=C/c2ccco2)C2CCS(=O)(=O)C2)cc1OC (configuration not stated)	18	772	4%
CSc1ccccc1C(=O)N1CCCC(CCC(=O)NCc2ccc(F)c(F)c2)C1 (configuration not stated)	-23	810	2%
CC(=O)Nc1cccc2c1Cc1ccccc1-2	6	817	-11%
COC(=O)c1cc(S(=O)(=O)N2CCN(c3ccc(F)cc3)CC2)c[nH]1	25	779	2%
O=C(c1ccc(OC2CCN(CCc3ccccc3)CC2)cc1)N1CCCC(CCCO)C1 (configuration not stated)	-3	720	21%
Cc1ccc(C(=O)NCCNC(=O)Cc2ccccc2)cn1	-17	647	-10%

# Arranged by SMILES length (smallest number first): part of the list above
Molecule	Lipid droplet	Lipid droplet cells 6.5 µM	NOD2 inhibition
CC(=O)NCc1ccc(-c2csc(-c3cccs3)n2)cc1	-32	663	-19%
CCCCn1c(N2CCCC2)nc2c1c(=O)[nH]c(=O)n2C	-10	768	11%
O=C(O)COc1ccccc1/C=N/NC(=O)C(O)c1ccccc1 (configuration not stated)	20	824	2%
CCCn1c(CN2CCN(C(=O)OCC)CC2)nc2cc(NC(=O)CC)ccc21	-4	851	-14%

# Carrying on.
Molecule	Lipid droplet	Lipid droplet cells 6.5 µM	NOD2 inhibition
Cc1ccc(NC(=O)c2ccc(Cl)c(NC(=O)c3cccs3)c2)cc1	1	655	-7%
CN(C)c1ccc(/C=C2\SC(N3CCCCC3)=NC2=O)cc1	0	763	23%
CCOc1ccc(CNc2ccc3c(c2)ncn3C(C)(C)C)cc1	-2	794	0%
COc1ccc(Cc2nnc(NC(=O)Nc3ccccc3F)s2)cc1OC	-4	805	-2%
O=C(Cc1ccccc1F)NCC(=O)Nc1ccccc1Br	15	850	1%
C[C@H](NC(=O)N1CCn2c1nc1ccccc12)C(=O)NCc1ccco1	-3	679	12%
C=CCn1cnc2scc(-c3ccc(OC)cc3)c2c1=O	-1	853	2%
COc1ccc(CNC(=O)c2ccc(CS(=O)(=O)c3ccc(Br)cc3)o2)cc1	-5	799	14%
CCS(=O)(=O)c1ccc2oc(Nc3cc(Cl)ccc3OC)nc2c1	12	828	8%
Cc1ccsc1CN(C(=O)c1ccccc1)C1CCS(=O)(=O)C1 (configuration not stated)	8	712	2%
CCOc1ccc(S(=O)(=O)N2CCCC(C(=O)Nc3cccc(C)c3)C2)cc1 (configuration not stated)	14	748	-6%
COc1cc(NC(=O)c2cccs2)c(OC)cc1NC(=O)CCC(=O)Nc1ccc(C)cc1	68*	756*	13%
CC1CCN(C(=O)c2ccc(S(=O)(=O)N3CCOCC3)cc2)CC1	8	862	-6%
COc1cccc(C(=O)COc2ccc3c(C)cc(=O)oc3c2)c1	-17	820	5%
N#C/C(=C\c1ccccc1)C(=O)N1CCN(c2ccccc2F)CC1	-13	763	-12%
COCCN1C(=O)C(=O)/C(=C(/O)c2ccc(S(=O)(=O)N3CCCCC3)cc2)C1c1ccc(OC)cc1 (configuration not stated)	5	761	-2%
CCCOc1cccc(C(=O)NCCNC(=O)c2ccc(C)nc2)c1	51*	715*	18%
CC(=O)N1CCN(CC(C)(C)NS(=O)(=O)c2ccc(C)cc2)CC1	-7	672	-19%
O=C(Oc1ccccc1)N1CCOCC1	6	839	6%
COc1ccc(CCNC(=O)CCS(=O)(=O)c2ccc3c(c2)oc(=O)n3C)cc1OC	3	675	6%
COC(=O)Cn1cnc2c(nnn2-c2cccc(OC)c2)c1=O	-1	843	8%
CC(=O)c1cccc(NS(=O)(=O)c2cc3c(cc2C)N(C(C)=O)CCO3)c1	-3	763	-1%
COc1ccc(C)c2sc(N(CCN(C)C)C(=O)/C=C/c3cccs3)nc12	-18	648	12%
CCc1cccc(OCC2Cn3c(nc4c3c(=O)n(C)c(=O)n4C)O2)c1 (configuration not stated)	10	863	10%
Cc1cc(C)cc(N(CC(=O)NC(C)C)C(=O)CCC(=O)Nc2ccccn2)c1	8	792	-12%
COCCNC(=O)CN1C(=O)NC2(CCCc3ccccc32)C1=O (configuration not stated)	2	814	6%
C=CCS(=O)(=O)N1CCCC(N2CCN(c3ccccc3OC)CC2)C1 (configuration not stated)	9	839	11%
CCN(CC)CCCNC(=O)c1cc2c(-c3cccc(OC)c3)nn(C)c2s1	-28	813	17%
CC(C)CC(OC(=O)c1nsc(Cl)c1Cl)C(=O)NCC1CCCO1 (configuration not stated)	2	795	0%
CCCCN(C(=O)CCC(=O)Nc1cc(C)on1)C(C(=O)NC1CCCC1)c1ccccc1OCC (configuration not stated)	-25	826	-12%
O=C(O)CC(c1ccc(F)cc1F)N1Cc2ccccc2C1=O (configuration not stated)	11	852	0%
CCC(=O)NCC(c1cccs1)S(=O)(=O)c1ccc(C)cc1 (configuration not stated)	-8	774	-27%
O=C(NCCOc1cccnc1)C1CCC(=O)N(Cc2ccccc2F)C1 (configuration not stated)	0	815	-12%
O=C(Cc1cccs1)NCc1ccccc1Br	3	855	-14%
Cc1cc(C)c(NC(=O)CS(=O)CC(=O)N2CCN(c3cccc(C)c3C)CC2)c(C)c1 (configuration not stated)	-21	822	4%
CC(CNS(=O)(=O)c1ccc2c(c1)NC(=O)CCS2)c1ccccc1 (configuration not stated)	-18	684	-5%
O=C1CCN(Cc2cccnc2)CCN1[C@H](CO)Cc1ccccc1	-2	775	-6%
COc1ccc(/C=C(/NC(=O)c2ccco2)C(=O)Nc2ccc(C(C)=O)cc2)cc1	9	829	-11%
CCOc1ccccc1-n1c(SCC(=O)N2CCOCC2)nc2ccccc2c1=O	-1	837	25%
CC(CNC(=O)c1ccc(C#N)cc1)NC(=O)c1ccc(C#N)cc1 (configuration not stated)	1	686	3%

# Two records drawn at random from those above, as already listed:
Molecule	Lipid droplet	Lipid droplet cells 6.5 µM	NOD2 inhibition
CCc1cccc(OCC2Cn3c(nc4c3c(=O)n(C)c(=O)n4C)O2)c1 (configuration not stated)	10	863	10%
COc1ccc(/C=C(/NC(=O)c2ccco2)C(=O)Nc2ccc(C(C)=O)cc2)cc1	9	829	-11%

# Continuation:
Molecule	Lipid droplet	Lipid droplet cells 6.5 µM	NOD2 inhibition
CC1Cc2cc(S(=O)(=O)N3CCN(c4ccccc4)CC3)ccc2N1C(=O)C1CC1 (configuration not stated)	-4	695	27%
CCC(CO)Nc1ccc(-c2n[nH]c(=O)c3ccccc23)cc1[N+](=O)[O-] (configuration not stated)	-1	680	1%
COc1ccc(C(=O)NC2CCN(CC(=O)NCc3ccccc3)CC2)cc1	21	809	13%
CC(C)(C)Cc1nnc(NC(=O)c2ccco2)s1	5	836	-20%
C/C(=N\NC(=O)c1nnn(-c2nonc2N)c1CN1CCOCC1)c1ccc(CC(C)C)cc1	0	674	-2%
CCN(CC)S(=O)(=O)c1ccc(C(=O)NC(=S)N(CCO)Cc2ccccc2)cc1	6	830	-23%
COc1cc(C)c(NC(=O)Cc2ccsc2)cc1OC	-1	755	-16%
O=C(O)CN1C(=O)/C(=C\c2cc(Br)ccc2OCc2ccc(Cl)cc2Cl)SC1=S	8	715	-11%
COc1cccc(N2CCN(C(=S)Nc3ccc(C)cc3C)CC2)c1	19	867	0%
O=C(NCCc1ccccc1)c1nnc(CS(=O)(=O)c2ccccc2)o1	8	741	10%
O=C(NS(=O)(=O)Nc1ccc(Cl)cc1)c1c[nH]c2ccccc12	6	792	4%
COc1cccc(-c2nc(CS(=O)(=O)CC(=O)NC3CCCC3)c(C)o2)c1	3	700	15%
COc1ccc2cc3c(nc2c1)OCC3	-9	839	5%
COc1cccc(NC(=O)C(=O)c2cn(CC(=O)N3CCCC3)c3ccccc23)c1	-2	697	12%
COc1cc(CC(=O)OCC(=O)N2CC(C)CC(C)C2)cc(OC)c1OC (configuration not stated)	16	815	30%
CC(C)CNC(=S)N1CCN(c2nc(-c3ccc(Cl)cc3)cs2)CC1	-3	805	55%*
CCCCN1CC(=O)N2[C@H](c3ccc(OC)cc3)[C@@H]3C(=O)N(CC)C(=O)[C@@H]3[C@]2(Cc2ccccc2)C1=O	-2	801	13%
COCCNC(=O)C(c1ccc(F)cc1)N(C(=O)CCC(=O)Nc1ccccn1)c1ccc(C)cc1 (configuration not stated)	-3	804	-2%
CCOC(=O)c1c(C)nsc1NC(=O)C1CCCCC1	1	733	7%
Cc1nc(NC(=O)c2ccco2)sc1C(=O)O	0	801	33%

# A different layout for some results above.
> CC1Cc2cc(S(=O)(=O)N3CCN(c4ccccc4)CC3)ccc2N1C(=O)C1CC1 (configuration not stated)
  Lipid droplet: -4 | Lipid droplet cells 6.5 µM: 695 | NOD2 inhibition: 27%
> CCC(CO)Nc1ccc(-c2n[nH]c(=O)c3ccccc23)cc1[N+](=O)[O-] (configuration not stated)
  Lipid droplet: -1 | Lipid droplet cells 6.5 µM: 680 | NOD2 inhibition: 1%

# Continued:
Molecule	Lipid droplet	Lipid droplet cells 6.5 µM	NOD2 inhibition
CCOC(=O)N1CCN(C(=O)c2ccc3c(c2)N=C(C)c2cc(Cl)ccc2S3)CC1	0	735	27%
O=C(Nc1cccc(NC(=O)c2cccc(F)c2)c1)c1ccccc1	11	409	6%
Cc1cc([N+](=O)[O-])nn1CC(=O)N(C)Cc1ccccc1	-4	801	16%
Cc1ccccc1CN1CCC(n2nccc2NC(=O)c2ccc3c(c2)OCO3)CC1	-6	697	-1%
O=C(NCC(=O)N1CCN(C(c2ccccc2)c2ccccc2)CC1)c1ccc(Br)o1	5	819	9%
COc1ccc(CCNC(=O)C2CCN(C(=O)c3ccc(OC)c(OC)c3)CC2)cc1	-2	765	18%
CCC(C)(C)NC(=O)C(NS(=O)(=O)c1cccs1)c1ccccc1 (configuration not stated)	-12	843	13%
Cc1ccc(NS(=O)(=O)c2c(C)[nH]c(C)c2C(=O)N2CCCCC2)cc1Cl	-7	755	13%
CC(NC(=O)c1ccc(F)cc1Cl)C1CC2CCC1C2 (configuration not stated)	-7	816	-15%
CN(C)C(=O)CN1C(=O)NC2(CCCc3ccccc32)C1=O (configuration not stated)	14	762	0%
COc1ccccc1CCC(=O)Nc1cccc(S(=O)(=O)N2CCCC2)c1	-8	829	7%
CCc1cccc(NC(=S)Nc2cccc3ccccc23)c1	-9	818	0%
Cc1ccc(NS(=O)(=O)c2ccc3c(c2)n(C)c(=O)n3C)cc1C	-35	846	38%
COC(=O)CN1C(=O)C(C)(C)Oc2ccc(C(=O)NC3CCCC3)cc21	-6	771	-11%

# Shown with each value named: part of the list above
compound: CCC(C)(C)NC(=O)C(NS(=O)(=O)c1cccs1)c1ccccc1 (configuration not stated)
- Lipid droplet: -12
- Lipid droplet cells 6.5 µM: 843
- NOD2 inhibition: 13%

compound: Cc1ccc(NS(=O)(=O)c2c(C)[nH]c(C)c2C(=O)N2CCCCC2)cc1Cl
- Lipid droplet: -7
- Lipid droplet cells 6.5 µM: 755
- NOD2 inhibition: 13%

compound: CC(NC(=O)c1ccc(F)cc1Cl)C1CC2CCC1C2 (configuration not stated)
- Lipid droplet: -7
- Lipid droplet cells 6.5 µM: 816
- NOD2 inhibition: -15%

compound: CN(C)C(=O)CN1C(=O)NC2(CCCc3ccccc32)C1=O (configuration not stated)
- Lipid droplet: 14
- Lipid droplet cells 6.5 µM: 762
- NOD2 inhibition: 0%

# These rows are one share of the data (hit frequency here may not be typical).
